# Rtt109 Vps75 = inhibitors of Candida albicans Rtt109/Vps75 histone acetyltransferase. Q5AAJ8. purified Rtt109/Vps75, ThioGlo CoA-SH fluorescence, 4 h. inhibition, % at 34.9 µM. 0.16% of 330,000 active. AID 540336;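 active = inhibition of at least 50% in every replicate; inconclusive = best replicate reaches 50% inhibition but some replicates fall short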
# Target sequence (Q5AAJ8 whole entry, looked up): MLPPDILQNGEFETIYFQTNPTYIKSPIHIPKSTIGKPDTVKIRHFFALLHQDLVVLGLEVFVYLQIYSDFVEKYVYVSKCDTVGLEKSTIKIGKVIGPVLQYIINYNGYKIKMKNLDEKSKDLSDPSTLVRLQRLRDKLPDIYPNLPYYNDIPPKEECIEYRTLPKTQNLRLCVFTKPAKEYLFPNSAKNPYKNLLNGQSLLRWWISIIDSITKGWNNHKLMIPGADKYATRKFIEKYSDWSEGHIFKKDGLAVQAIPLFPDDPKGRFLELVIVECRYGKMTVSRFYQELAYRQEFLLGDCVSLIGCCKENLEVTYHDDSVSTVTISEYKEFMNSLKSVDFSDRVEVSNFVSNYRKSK
# CDK5 inh = CDK5/p35 (human) kinase inhibition; Q00535+Q15078; Recombinant CDK5/p35, ADP-Glo luminescence, 60 min; inhibition, % at 10 µM; 0.01% of 330,000 active; AID 488839;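 active = highest replicate inhibition of at least 50% and at least 75% of replicates reaching 50%; inconclusive = only one of the two criteria met; inactive = both criteria failed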;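 also: plate controls were DMSO neutral control for no effect and GW8510 at 10 µM for full effect; many of its hits are not listed in these tables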
# CAL PDZ FP-1 = inhibitors of human CAL PDZ peptide binding; inhibition, % at 24.9 µM; 0.92% of 300,000 active; Q9HD26; AID 602252; purified CAL PDZ, TMR-peptide fluorescence polarization, 1 h;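 active = mean inhibition of at least 30% with at least half of replicates also reaching 30%; inconclusive = no clear call, values can overlap the other calls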;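 also: 0% = DMSO neutral control and 100% = excess unlabeled competitor peptide PRC23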
# CAL PDZ FP-2 = blocks peptide binding to human CAL PDZ domain; inhibition, % at 20 µM; Q9HD26; AID 504414; purified CAL PDZ, TMR-peptide fluorescence polarization, 1 h; 0.02% of 330,000 active;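 active = highest replicate inhibition of at least 40%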;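 also: plate controls were DMSO neutral control wells for no effect and unlabeled competitor peptide control wells for full effect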
#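 material = purified tagged CAL PDZ domain construct (CerCALP) | compound dosing = 20 µM, one dose | times = 1 h at RT | measured by = fluorescence polarization from S- and P-plane intensities, G-factor corrected | read-out = inhibition from polarization loss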
# RTF Ca sens act = cardiac RTF calcium sensitization | P19429+P45379 | IANBD-labeled TnC RTF fluorescence at EC20 calcium; 0% EC20 calcium, 100% full calcium | activation, % at 7.2 µM | 0.24% of 340,000 active;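 active = activation above the mean over all tested compounds plus 3 SD, cut at about 30% in these data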;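 also: rise in fluorescence read as greater calcium sensitivity of cardiac thin filaments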
# Wnt bcat act = Wnt/beta-catenin pathway activation. Wnt/beta-catenin reporter cell assay, activator, plate reader. activation, % at 9.35 µM. 1.2% of 300,000 active; in the data active = activation above about 30%, passing the limit was not always enough; inconclusive = no clear call, values can overlap the other calls;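 also: 0% = neutral control wells and 100% = positive control wells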
# MITF TRPM1 HTS = increases MITF-driven TRPM1 promoter luciferase signal. SK-MEL-5 TRPM1-promoter luciferase, 24 h; % of positive control, neutral wells = 0. activation, % at 12.5 µM. 0.75% of 300,000 active;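 active = mean activation of at least 80% with every replicate also reaching 80%; inconclusive = mean reaches 80% but some replicate falls short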;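 also: 0% = neutral control wells and 100% = parthenolide positive control wells; values of inactives mirror those of a sister screen read the other way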
# V-ATPase pH = alters yeast V-ATPase proton transport | S. cerevisiae, pHLuorin cytosolic pH fluorescence | response, % at 10 µM | 0.37% of 350,000 active | AID 504577; in the data active = response mostly above about 7.3%, no sharp cut-off; inactive = mostly below about 5.4%; also: actives read high; inactives centre near 0; some compounds called inactive have numbers as strong as hits; reference of the scale not given here
# dFosB activator = mouse delta FosB homodimer activation; 0.99% of 340,000 active; purified delta FosB, TAMRA-CDK5 oligo fluorescence polarization; percent of positive-control signal above neutral wells; activation, % at 25 µM;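 active = mean activation above about 17%, with every replicate also reaching it, limit read from the data, passing the limit was not always enough; inconclusive = only one of the two conditions met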;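 also: fluorescence polarization rise as delta FosB binds a TAMRA Cdk5 AP-1 oligo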
# Target sequence (P13346 whole entry, looked up): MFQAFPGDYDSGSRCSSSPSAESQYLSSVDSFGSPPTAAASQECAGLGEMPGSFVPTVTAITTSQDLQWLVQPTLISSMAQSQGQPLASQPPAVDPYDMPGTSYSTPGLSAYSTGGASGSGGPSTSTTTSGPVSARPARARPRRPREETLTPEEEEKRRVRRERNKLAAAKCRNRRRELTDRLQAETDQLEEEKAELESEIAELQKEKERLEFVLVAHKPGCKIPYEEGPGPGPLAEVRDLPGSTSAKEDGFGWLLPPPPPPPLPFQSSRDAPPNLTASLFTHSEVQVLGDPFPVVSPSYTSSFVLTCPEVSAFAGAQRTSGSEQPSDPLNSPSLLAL
# Tat export inh = blocks Tat-dependent protein export in E. coli; E. coli MC4100 TorA-mCherry Tat export, fluorescence; inhibition, % at 10 µM; 0.036% of 340,000 active;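 active = mean replicate inhibition at least 50% and at least half of replicates individually reaching 50%; inconclusive = only one of the two criteria met; inactive = neither criterion met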;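 also: exported cargo escapes ClpAP degradation while cytoplasmic cargo is degraded and loses fluorescence; 0% = median of neutral control wells and 100% = median of NaSCN control wells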
# * hit, by the source's call; ? = inconclusive; / = not tested or not shown.
SMILES,Rtt109 Vps75,CDK5 inh,CAL PDZ FP-1,CAL PDZ FP-2,RTF Ca sens act,Wnt bcat act,MITF TRPM1 HTS,V-ATPase pH,dFosB activator,Tat export inh
O=C(NC(=S)NCCN1CCOCC1)c1ccccc1Br,7,-1.1,-4,0.6,8,0,0,2,1,-6
Cc1ccc(OCC(=O)Nc2c[nH]c(=O)[nH]c2=O)cc1C,-16,-0.9,4,0.2,0,-4,11,1,-3,0
COc1ccc(S(=O)(=O)N(C)C)cc1NC(=O)CSc1nc(N)cc(N)n1,-2,3.3,-4,-0.6,3,-1,1,3,-8,-7
CN1CC(=O)N(CC(=O)Nc2cccc3ccccc23)C1=O,-3,-0.2,/,-3.4,4,3,/,1,-1,-10
CCOC(=O)c1ccc(NC(=O)c2c(NC(=O)CCC(=O)O)sc3c2CCCCC3)cc1,1,-1.0,6,-1.2,/,4,3,-1,-10,0
COc1ccc(N2CCN(c3cc(C)c4cccc(C)c4n3)CC2)cc1,-1,-0.4,-3,-0.6,2,-3,2,3,/,-4
CCOc1ccccc1NC(=O)CN1CCCCCC1,2,-0.3,-4,/,-10,8,-4,-1,6,1
COc1cccc(C2c3[nH]c4ccccc4c3C[C@H]3C(=O)N(c4ccccc4C(=O)N4CCCC4C(=O)O)C(=O)N23)c1 (stereo partly specified),-4,-3.7,-3,-1.3,10,-1,-12,1,-5,4
COc1ccc(Cc2noc(COc3ccc(Cl)cc3)n2)cc1,/,-0.4,-4,-3.4,2,/,-3,0,-6,7
COc1ccccc1NC(=O)CSC1CC(=O)N(c2ccc3c(c2)OCO3)C1=O (stereo unspecified),?,1.4,-1,0.3,1,/,0,2,2,5
O=C(O)/C=C\C(=O)Nc1ccc(Oc2ccccc2)cc1,-4,1.9,-5,-0.8,-2,12,12,2,-3,-3
O=C1c2ccccc2C(=O)N1CCc1nc(-c2ccncc2)no1,4,-0.7,-9,-0.9,1,-4,9,2,-9,-14
CSc1cccc(NS(=O)(=O)c2ccc(-c3coc(C)n3)cc2)c1,6,-2.9,0,-1.9,-4,-5,1,5,-9,-6
NC(=O)CC(CC(=O)OCc1ccccc1)c1ccccc1 (stereo unspecified),-2,0.6,1,0.1,2,0,/,-1,-3,0
Cc1cc(C)c(C)c(S(=O)(=O)N2CCN(C(=O)c3ccc4c(=O)n5c(nc4c3)CCC5)CC2)c1C,2,-1.3,-5,-1.7,-1,-7,-5,0,13,2
CCC(CC)C(=O)NC12CC3CC(CC(C3)C1)C2,-20,2.6,-2,-0.9,-3,/,-5,3,6,-2
O=C1CN(C(=O)COC(=O)c2cccc(Br)c2)c2ccccc2N1,9,0.7,-17,0.0,0,-3,4,0,11,10
CCOC(=O)/C(=N\Nc1cc(Cl)ccc1Cl)N1CC(C)OC(C)C1 (stereo unspecified),7,-2.2,-1,-0.9,-5,-3,-11,-5,-2,-2
O=C(c1ccc(S(=O)(=O)N2CCCCC2)cc1)N1CCCC(C(F)(F)F)C1 (stereo unspecified),0,-0.1,-3,-1.7,-4,0,-6,3,-7,-2
CCN(c1ccc(NC(=O)c2ccc(Cl)nc2)cc1)C(C)C,-3,0.9,1,-1.7,10,-1,6,0,-7,-3
CS(=O)(=O)NCCCNc1ccc(C(F)(F)F)cc1[N+](=O)[O-],3,7.9,2,-2.0,-1,-1,-6,-1,3,-10
O=C(CN1CCN(CC(=O)Nc2ccccc2Cl)CC1)NCC1(N2CCCCC2)CCCCC1,-1,0.3,-4,-1.0,10,-2,16,4,3,-4
O=C(Nc1nccs1)c1cccnc1,-13,-0.5,-2,-0.3,-3,1,6,1,-2,1
O=C(NCc1ccccc1)c1csc2c1CCCC2,1,-0.5,-1,-0.5,-5,4,0,0,0,-11
O=C(NCc1ccc2c(c1)OCO2)c1ccc(Br)s1,9,2.4,-5,-1.9,1,1,9,2,-8,-4
CCC1(C)CC(CCNS(=O)(=O)c2ccc(C)cc2)(c2ccc(C)cc2)CCO1 (stereo unspecified),4,-2.1,2,/,-6,/,1,0,4,10
COc1ccc(NC(=O)CNC(=O)Cc2ccccc2)cc1OC,-5,0.7,0,-1.9,2,-3,-2,-4,-6,-5
CC(C)C(=O)N1CCC(n2nccc2NC(=O)CCc2ccccc2)CC1,4,/,-2,-2.2,-4,0,4,-6,-2,0
Cn1c(=NC(=O)C2CCCCC2)sc2cc([N+](=O)[O-])ccc21,-7,0.5,-4,-0.4,0,1,5,-2,-2,3
CSc1nc(C)cc(Oc2ccc(=O)[nH]n2)n1,4,-0.4,/,0.3,0,-1,7,0,4,0
Nc1nc(NC(=O)c2ccco2)nn1-c1ccccc1,15,-0.6,0,-2.9,3,/,48,2,-2,6
COc1ccc(-c2cnn3c(N)c(S(=O)(=O)C(C)(C)C)cnc23)cc1,-4,-1.4,3,-0.6,-5,2,16,0,0,-1
Cc1ccc(NC(=O)CS(=O)CC(=O)N2CCN(C3CCCC3)CC2)cc1 (stereo unspecified),-1,0.0,/,-1.7,-5,-2,0,2,-4,0
O=c1c2ccccc2oc2cc(C#Cc3ccccn3)ccc12,-6,-1.4,-5,-0.3,3,34*,25,0,2,-1
CC(C)(C)c1ccc(C(=O)Nn2cnnc2)cc1,-1,1.0,-5,0.6,-3,1,14,4,3,1
COC(=O)CC1=NN(c2ccccc2)C(=O)C1,-3,-0.4,-4,-1.0,4,0,2,-4,0,5
CN(CCOc1ccc(Cl)cc1)C(=O)CN1C(=O)NC2(CCCCC2)C1=O,2,0.9,-1,-1.5,0,2,-9,3,-8,-7
CCOc1ccc(NC(=O)CN2CCc3cc4c(cc3C2)OCCCO4)cc1OCC,-6,0.8,2,-0.4,0,0,-10,-3,-9,6
COc1ccc(C)cc1NC(=O)c1cccc(C(=O)Nc2cc(C)ccc2OC)n1,4,-1.4,-1,-2.6,1,1,-5,-1,-1,3
C#CCNC(=O)C1=C[C@@H](C)C[C@@H](OCc2ccc(CO)cc2)O1,-6,-0.1,-3,0.0,3,-2,19,3,9,7
O=C(COC(=O)c1nc(-c2ccccc2)n(-c2cccc(C(F)(F)F)c2)n1)NCc1cccs1,-1,2.7,-6,-1.6,4,0,-11,-6,8,15
Cc1ccc(C(=O)NC(C)C2CCCO2)o1 (stereo unspecified),-5,-0.9,-4,-2.3,-1,0,-4,-1,-6,6
O=C(c1ccc(NS(=O)(=O)c2ccc(F)cc2)cc1)N1CCCCCC1,-1,1.2,-1,-2.9,-2,2,-5,0,-1,-19
O=C(CC1SCCNC1=O)Nc1ccc(Cl)cc1 (stereo unspecified),3,-0.3,-7,0.2,-1,18,26,6,0,-8
CCOC(=O)c1sc(NC(=O)Cc2ccccc2OC)nc1C,-1,0.8,-2,-1.0,7,2,7,0,-14,-2
CCC(C)NC(=O)CCn1c(=O)c2cccn2c2ccc(F)cc21 (stereo unspecified),1,0.9,5,-1.4,2,-2,2,1,-2,3
CC(C)(C)SCCNS(=O)(=O)c1ccccc1,7,-0.5,0,-1.8,-6,-4,2,-1,-6,3
Cc1cc(Cl)c(S(=O)(=O)NCC2CCCO2)cc1OCC(=O)NC1CCCCC1 (stereo unspecified),5,-0.8,-1,-2.8,0,-2,/,3,-10,39
COc1ccc(C(=O)Nc2ccc(OCc3ccccc3)cc2)cc1[N+](=O)[O-],-5,-0.8,-10,-0.3,3,/,/,-3,6,-5
Cc1nn(Cc2c(F)cccc2Cl)c(C)c1NC(=O)C1CC1,2,-3.5,-3,-0.6,0,-13,2,5,-4,2
O=C1N/C(=N\S(=O)(=O)c2ccccc2)S/C1=C\c1cc([N+](=O)[O-])ccc1O,11,-6.9,4,-0.2,-4,1,9,1,-7,-4
CCC(C)(C)NC(=O)C(c1ccccn1)N(C(=O)c1csnn1)c1ccc(C)cc1 (stereo unspecified),-2,-0.3,-3,-1.8,-1,-2,6,0,-4,6
COc1ccc(OCC(=O)N2CC3(C)CC2CC(C)(C)C3)cc1 (stereo unspecified),7,0.9,1,0.1,-3,/,15,-2,-4,6
Cc1cc(C(=O)Nc2ccccc2C(=O)O)c(C)o1,2,-1.3,3,-0.7,-4,-1,2,2,-8,4
COCCCN(CC(=O)O)S(=O)(=O)c1cccc(Cl)c1,-12,-0.5,/,-0.4,0,-3,-6,-3,-2,-2
CN(C(=O)CN1C(=O)S/C(=C\c2ccccc2F)C1=O)C1CCS(=O)(=O)C1 (stereo unspecified),-6,/,/,-2.5,0,3,1,-1,6,-1
O=C(O)Cc1coc2cc3c(cc12)CCC3,0,0.4,-3,-1.5,-2,3,-14,-1,-6,2

# In a second layout: results already given
Compound	Rtt109 Vps75	CDK5 inh	CAL PDZ FP-1	CAL PDZ FP-2	RTF Ca sens act	Wnt bcat act	MITF TRPM1 HTS	V-ATPase pH	dFosB activator	Tat export inh
O=C(COC(=O)c1nc(-c2ccccc2)n(-c2cccc(C(F)(F)F)c2)n1)NCc1cccs1	-1	2.7	-6	-1.6	4	0	-11	-6	8	15
Cc1ccc(C(=O)NC(C)C2CCCO2)o1 (stereo unspecified)	-5	-0.9	-4	-2.3	-1	0	-4	-1	-6	6
O=C(c1ccc(NS(=O)(=O)c2ccc(F)cc2)cc1)N1CCCCCC1	-1	1.2	-1	-2.9	-2	2	-5	0	-1	-19
O=C(CC1SCCNC1=O)Nc1ccc(Cl)cc1 (stereo unspecified)	3	-0.3	-7	0.2	-1	18	26	6	0	-8
CCOC(=O)c1sc(NC(=O)Cc2ccccc2OC)nc1C	-1	0.8	-2	-1.0	7	2	7	0	-14	-2
CCC(C)NC(=O)CCn1c(=O)c2cccn2c2ccc(F)cc21 (stereo unspecified)	1	0.9	5	-1.4	2	-2	2	1	-2	3
CC(C)(C)SCCNS(=O)(=O)c1ccccc1	7	-0.5	0	-1.8	-6	-4	2	-1	-6	3
Cc1cc(Cl)c(S(=O)(=O)NCC2CCCO2)cc1OCC(=O)NC1CCCCC1 (stereo unspecified)	5	-0.8	-1	-2.8	0	-2	/	3	-10	39
COc1ccc(C(=O)Nc2ccc(OCc3ccccc3)cc2)cc1[N+](=O)[O-]	-5	-0.8	-10	-0.3	3	/	/	-3	6	-5
Cc1nn(Cc2c(F)cccc2Cl)c(C)c1NC(=O)C1CC1	2	-3.5	-3	-0.6	0	-13	2	5	-4	2
O=C1N/C(=N\S(=O)(=O)c2ccccc2)S/C1=C\c1cc([N+](=O)[O-])ccc1O	11	-6.9	4	-0.2	-4	1	9	1	-7	-4
CCC(C)(C)NC(=O)C(c1ccccn1)N(C(=O)c1csnn1)c1ccc(C)cc1 (stereo unspecified)	-2	-0.3	-3	-1.8	-1	-2	6	0	-4	6

# Screening data deposited in PubChem by several laboratories.
